TNF necrop inh: inhibitors of TNF-alpha triggered necroptosis, primary screen, cell-based, Jurkat FADD-/-, single concentration; Jurkat FADD-/- TNF necroptosis rescue, ATP luminescence, 24 h; 0 = TNF only, 100 = no-TNF cells; activation (protection from cell death), % at 10 µM; actives 0.068% (n = 220,000); AID 463075, 2010;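 active means activation, meaning protection from cell death, of at least 50% relative to plate controls; inactive means activation below 50%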;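 further: necroptosis triggered by 40 ng/mL TNF-alpha added together with compound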
Runt-CBFb FRET: inhibitors of RUNX1 Runt–CBFb binding, primary screen, biochemical, FRET, Cerulean-Runt, Venus-CBFb, uHTS | inhibition, % at 20 µM | actives 0.46% (n = 220,000) | Runt-related transcription factor 1 (Homo sapiens) + Core-binding factor subunit beta … | Cerulean-Runt/Venus-CBFb FRET ratio 530/480, 1 h | AID 1496, 2009;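 active means inhibition over about 50% at 20 µM in the single-dose screen, limit read from the data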;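 further: 0% = DMSO wells and 100% = excess unlabeled CBFb competitor control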
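Buffer or medium: Tris pH 7.5 buffer with BSA. Assay system: Cerulean-labeled Runt domain protein. Amount: each fluorescent fusion protein 100 nM. Read-out basis: loss of energy transfer signal. Incubation: 1 h compound exposure, room temperature. Probe or stimulus: Venus-CBFb binding partner, 100 nM. Detection: FRET, excitation 422 nm, emission at 530 and 480 nm.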
L929 necroptosis: inhibitors of zVAD-triggered necroptosis, primary screen, L929 cells. L929 zVAD necroptosis rescue, ATP luminescence, 24 h; with zVAD 60 µM. viability rescue, % at 10 µM. actives 0.38% (n = 220,000);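 active means activation, scaled between plate controls, above about 75%, limit read from the data; inactive means activation under that limit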;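 further: 0% = zVAD with DMSO and 100% = DMSO alone without zVAD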
Runt-SMMHC FRET: inhibitors of RUNX1 Runt–CBFb-SMMHC binding, primary screen, biochemical, FRET, Cerulean-Runt, Venus-CBFb-SMMHC, uHTS; AID 1434, 2008; actives 0.74% (n = 220,000); inhibition, % at 20 µM; Runt-related transcription factor 1 (Homo sapiens) + Core-binding factor subunit beta …; Cerulean-Runt/Venus-CBFb-SMMHC FRET ratio 530/480, 1 h;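 active means mean inhibition across duplicate retests at 20 µM reaching about 50%, limit read from the data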;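 further: 0% = DMSO wells and 100% = wells with excess untagged CBFb-SMMHC; inhibitors lower the FRET ratio by blocking Runt binding to CBFb-SMMHC; some results filed as inactive read as strong as hits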
EP2 modulator: EP2 receptor modulators, cAMP readout, primary screen, cell-based, HTRF cAMP, PGE2 stimulation; Prostaglandin E2 receptor EP2 subtype (Homo sapiens), P43116; actives 0.83% (n = 260,000); induction, % at 25 µM; EP2-expressing cells, cAMP HTRF FRET, PGE2 co-stimulation; AID 940, 2007;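 active means compounds whose cAMP rise, as percent of the full-agonist control response, exceeds 60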;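 further: rat C6 glioma line stably carrying human EP2 under a CMV promoter; the protocol text gives 20 µM as final concentration; 100% = response of wells given 1 µM PGE2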
Target sequence (P43116 whole entry, looked up): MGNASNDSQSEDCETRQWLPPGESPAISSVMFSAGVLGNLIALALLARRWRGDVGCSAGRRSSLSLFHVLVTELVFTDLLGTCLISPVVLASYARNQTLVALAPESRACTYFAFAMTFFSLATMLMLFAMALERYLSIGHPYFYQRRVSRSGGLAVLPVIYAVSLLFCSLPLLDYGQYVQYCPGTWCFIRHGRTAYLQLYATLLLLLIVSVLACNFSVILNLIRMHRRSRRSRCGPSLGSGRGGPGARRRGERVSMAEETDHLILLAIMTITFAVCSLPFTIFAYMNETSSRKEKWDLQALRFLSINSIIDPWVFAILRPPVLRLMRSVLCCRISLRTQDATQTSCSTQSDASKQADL
Hck-Nef inh: inhibitors of Nef-activated human Hck kinase, primary screen, biochemical, Z-Lyte FRET, 384-well, Hck-YEEI; Recombinant Hck-YEEI plus Nef, Z-Lyte FRET kinase assay; inhibition, % at 20 µM; actives 0.68% (n = 220,000); AID 463187, 2010;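 active means Hck-Nef kinase inhibition above about 50%, limit read from the data; inactive means inhibition below that limit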;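 further: 0% = DMSO with Hck plus Nef and 100% = Hck alone without Nef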
Target sequence (P08631 whole entry, looked up): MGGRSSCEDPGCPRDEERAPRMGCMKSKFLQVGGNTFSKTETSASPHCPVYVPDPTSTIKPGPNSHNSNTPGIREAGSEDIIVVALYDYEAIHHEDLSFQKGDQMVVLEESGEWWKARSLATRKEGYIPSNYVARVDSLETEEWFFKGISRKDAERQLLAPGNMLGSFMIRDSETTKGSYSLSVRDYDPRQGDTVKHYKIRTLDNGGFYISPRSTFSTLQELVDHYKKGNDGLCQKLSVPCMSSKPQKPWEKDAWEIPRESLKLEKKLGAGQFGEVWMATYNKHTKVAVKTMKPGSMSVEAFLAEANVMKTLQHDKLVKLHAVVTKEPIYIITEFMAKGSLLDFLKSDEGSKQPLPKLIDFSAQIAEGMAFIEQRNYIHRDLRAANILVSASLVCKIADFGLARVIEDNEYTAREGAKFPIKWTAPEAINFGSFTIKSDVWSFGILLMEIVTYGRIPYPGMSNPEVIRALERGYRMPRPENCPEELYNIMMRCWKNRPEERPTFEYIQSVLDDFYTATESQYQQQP
EP2 antag: human EP2 receptor antagonists, primary screen, TR-FRET cAMP, C6 glioma cells; Prostaglandin E2 receptor EP2 subtype (Homo sapiens), P43116; C6 glioma cells expressing human EP2; cells stimulated with saturating PGE2; inhibition, % at 25 µM; actives 0.52% (n = 260,000);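 active means percent inhibition above 40 after rounding to a whole number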;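 further: rat C6 glioma host cells with rolipram phosphodiesterase inhibitor present; the protocol text gives 20 µM as final concentration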
PERK inh: block of dimerizer-induced PERK translation repression, primary screen, PERK inhibitor project, CHO PERK-DD cells, SEAP luminescence, HTS | actives 0.17% (n = 220,000) | inhibition, % at 5.6 µM | AID 1416, 2008 | CHO PERK-DD fusion, SEAP luminescence translation reporter;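 active means inhibition above the mean inhibition of all tested compounds plus 3 SD, set separately per screening campaign, cut at about 2.9% in these data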;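 further: PERK kinase domain activated by AP20187 dimerizer at 100 nM; 0% = DMSO with dimerizer and 100% = rapamycin at 8.4 µM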
RBBP9 inh: human RBBP9 inhibitors, primary screen, biochemical, fluorescence polarization, FP-Rh probe, HTS; Serine hydrolase RBBP9 (Homo sapiens), O75884; inhibition, % at 7.94 µM; recombinant RBBP9; actives 0.2% (n = 220,000);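 active means inhibition above the campaign mean of all tested compounds plus 3 SD, cut at about 14% in these data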;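 further: plate controls were DMSO wells with RBBP9 for no effect and wells lacking RBBP9 protein for full effect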
Target sequence (O75884 whole entry, looked up): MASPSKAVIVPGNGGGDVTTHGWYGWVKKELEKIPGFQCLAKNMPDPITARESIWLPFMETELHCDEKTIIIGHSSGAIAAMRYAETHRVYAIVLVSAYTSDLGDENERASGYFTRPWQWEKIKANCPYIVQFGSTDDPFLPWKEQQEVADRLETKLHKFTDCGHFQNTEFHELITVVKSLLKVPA
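Test system: recombinant human RBBP9. Quantity: 2.5 µM RBBP9 dispensing solution, before mixing. Detection: FP readout at 525/598 nm. Reagent: Serine-hydrolase probe FP-Rh, 375 nM pre-mixing. Measure: % inhibition. Control set: DMSO-treated enzyme wells and wells lacking RBBP9. Buffer or medium: Tris-NaCl-Pluronic buffer, pH 8.0. Times: preincubation 30 min plus labeling 45 min at 25 °C.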
* = called active by the depositor; nt = not tested or not shown. Some of the compounds tested (hit frequency here may not be typical).

SMILES | TNF necrop inh | Runt-CBFb FRET | L929 necroptosis | Runt-SMMHC FRET | EP2 modulator | Hck-Nef inh | EP2 antag | PERK inh | RBBP9 inh
O=C(NCc1cccnc1)C(=O)Nc1nccs1 | 0.1 | -2 | 2.7 | 0 | 37 | -6 | 1 | 1.7 | -3
O=C(Nc1ccc(F)cc1)c1ccccc1 | -0.6 | -2 | 1.1 | -3 | -22 | -1 | 7 | 0.8 | -4
O=C(Nc1ccccc1)O/N=C1/CCCc2occc21 | 0.2 | 0 | 1.4 | -3 | -26 | 17 | 6 | 0.5 | -6
COc1cc(/C=C/c2ccc3c([N+](=O)[O-])cccc3n2)ccc1OCC(=O)O | -0.1 | -6 | 0.2 | -15 | 44 | 26 | 2 | 0.8 | -9
Cc1ccccc1-n1c(SCC(=O)N/N=C/c2sccc2C)nc2ccccc2c1=O | 0.7 | -2 | 0.6 | 1 | 18 | 7 | 12 | -0.5 | -9
CC(C)(C)c1nn(-c2ccccc2)c2[nH]c(=O)c(CNCc3ccco3)cc12 | -1.4 | -9 | -0.3 | -40 | -24 | 2 | nt | 1.0 | -1
COCCn1nnnc1CN1CCC(C)CC1 | -1.5 | -1 | 0.0 | -2 | -1 | 4 | 11 | 0.3 | 2
O=C(CSc1ncn[nH]1)NCCCc1ccccc1 | 0.6 | 0 | 1.4 | -1 | 26 | 3 | 9 | 0.8 | -5
Cc1noc(C)c1C(c1ccccc1)c1ccccc1 | -0.7 | -3 | -0.6 | -1 | 54 | 4 | 11 | 1.4 | -4
O=C(CN1C(=O)/C(=C/c2ccccc2F)Oc2ccccc21)N1CCN(c2ccccn2)CC1 | 2.7 | -3 | 1.4 | -11 | 11 | 10 | 5 | -1.0 | -5

Retrieved by structure from the list above, 3 records:
SMILES | TNF necrop inh | Runt-CBFb FRET | L929 necroptosis | Runt-SMMHC FRET | EP2 modulator | Hck-Nef inh | EP2 antag | PERK inh | RBBP9 inh
O=C(CN1C(=O)/C(=C/c2ccccc2F)Oc2ccccc21)N1CCN(c2ccccn2)CC1 | 2.7 | -3 | 1.4 | -11 | 11 | 10 | 5 | -1.0 | -5
O=C(Nc1ccc(F)cc1)c1ccccc1 | -0.6 | -2 | 1.1 | -3 | -22 | -1 | 7 | 0.8 | -4
COCCn1nnnc1CN1CCC(C)CC1 | -1.5 | -1 | 0.0 | -2 | -1 | 4 | 11 | 0.3 | 2

Continued.
SMILES | TNF necrop inh | Runt-CBFb FRET | L929 necroptosis | Runt-SMMHC FRET | EP2 modulator | Hck-Nef inh | EP2 antag | PERK inh | RBBP9 inh
Cc1nn(Cc2ccccc2)c(C)c1NC(=O)CCC(=O)O | -1.9 | 0 | -0.8 | -4 | 15 | 4 | 20 | 0.8 | -1
O=C(N/N=C/c1ccc([N+](=O)[O-])o1)c1cn(-c2ccccc2)nc1-c1ccc(F)cc1 | 0.2 | 7 | 1.3 | 21 | -45 | 12 | 9 | -0.3 | -4
O=S(=O)(c1ccc(N2CCCC2c2nc3ccccc3s2)nc1)N1CCOCC1 (stereo not drawn) | -3.1 | -1 | -0.1 | 2 | -29 | -1 | 8 | -0.6 | -4
CCn1c(SCc2nc3ccccc3c(=O)[nH]2)nnc1C(C)NC(=O)c1ccccc1F (stereo not drawn) | 0.1 | 1 | -0.6 | -2 | -6 | 17 | 4 | 0.1 | -2
Nc1c(C(=O)NCc2ccco2)nnn1CC(=O)Nc1ccccc1 | 0.7 | 0 | 0.9 | -7 | 10 | -3 | 9 | 0.5 | 3
O=C(CSc1ccc2nnc(-c3cccc(F)c3)n2n1)NCc1ccco1 | 0.7 | 1 | 0.7 | -2 | -3 | -1 | 7 | -1.0 | -5
O=C(CN1CCOc2ccccc21)N1CCC(Cc2ccccc2)CC1 | -0.8 | nt | -0.1 | nt | nt | 2 | 6 | -0.3 | -1
Cc1ccc(C)c(OCC(=O)Nc2cccc(C(=O)O)c2)c1C | 0.5 | 3 | 0.0 | -1 | 14 | -1 | 2 | 1.3 | -1
COc1ccc(/C=N/NC(=O)CNC(=O)c2ccc(S(=O)(=O)N3CCCC3)cc2)c(OC)c1 | 0.3 | -2 | 0.8 | -5 | -8 | 21 | 3 | -0.3 | -5
O=C(NCCCCCc1nc2ccccc2[nH]1)c1ccccc1Cl | 2.1 | 1 | -0.3 | -4 | -12 | 20 | 3 | 0.8 | 4
NC1=NC[C@H](Cc2ccccc2)N1CCCCC1CCCCC1 | -7.6 | 0 | -0.1 | -1 | -17 | 24 | 16 | nt | nt
COc1ccc2c(C)c(C)c(=O)oc2c1OC | -0.3 | -1 | 4.0 | 0 | 0 | 18 | 16 | -0.6 | 0
Cc1ccc(-c2nc3ccccc3n2C)o1 | -5.2 | 15 | -0.7 | 10 | -2 | -13 | 3 | -0.8 | -5
Cc1ccc(CN2CCNC(=O)C2CC(=O)O)cc1 (stereo not drawn) | 0.0 | 2 | 1.0 | -3 | 20 | -1 | 9 | -0.6 | -11
COc1ccc(-c2cc(C(=O)NN)[nH]n2)cc1OC | 1.0 | 0 | 0.7 | 0 | -3 | -5 | 5 | 1.1 | -5
O=C(COc1ccc2ccccc2c1)NNC(=O)c1ccc([N+](=O)[O-])cc1 | 0.7 | -1 | 4.0 | -2 | -13 | 21 | 9 | 1.6 | -4
O=C(Cc1ccc(Cl)cc1)N/N=C1\CCCc2ccccc21 | -4.6 | 0 | 0.6 | -6 | 6 | 2 | 6 | 1.7 | 2
Cc1c(C(=O)Nc2ccc(Br)cc2)cnn1C | 0.9 | 0 | 3.6 | -2 | 19 | 4 | 7 | 1.0 | -5
O=C(NN(C(=O)C1CC1)c1nc2ccccc2s1)C1CC1 | 1.3 | -2 | 0.7 | 1 | 37 | -10 | 6 | 1.0 | -4
Clc1cccc(Cl)c1COc1ccncc1 | -0.1 | -1 | 0.1 | -2 | 0 | 0 | 16 | 0.9 | -3
[O-]C1=N/[N+](=C/c2ccc(Cl)cc2)CC1 | -1.2 | -1 | 0.1 | -6 | -11 | 2 | 9 | 0.0 | 0
CCNC(=O)C1CC(=O)N(Cc2ccc3c(c2)OCO3)C(=Nc2ccc(F)cc2)S1 (stereo not drawn) | -0.3 | -3 | 0.9 | 1 | 10 | 2 | 8 | 0.5 | 6
Cc1noc(C)c1COc1ccc(C(=O)OCC(=O)Nc2ccc3c(c2)OCO3)cc1 | -0.6 | 0 | 0.1 | 4 | -15 | -1 | 10 | 0.0 | -10
O=C(CNCCC1=CCCCC1)Nc1ccccc1N1CCCCCC1 | 2.0 | -5 | 1.3 | -2 | 22 | 30 | 4 | 0.7 | 2
Cc1ccc(CN2CC(C(=O)Nc3cccc(S(=O)(=O)N4CCCCC4)c3)CC2=O)cc1 (stereo not drawn) | 0.8 | -2 | 0.3 | -4 | -31 | 3 | 5 | 0.1 | 2
Cc1ccc(S(=O)(=O)C(C#N)c2nc3ccccc3nc2OCCO)cc1 (stereo not drawn) | -0.8 | -2 | 8.0 | -3 | 22 | 5 | 16 | -0.1 | 2
C/C(=N\Nc1ccc(C(=O)O)cc1)c1ccc(Br)cc1 | -0.3 | 0 | 0.9 | -6 | 8 | 6 | 16 | 1.5 | -15
Cc1ccccc1CSCCNC(=S)Nc1ccccc1 | -4.9 | -2 | -0.7 | 0 | -67 | 8 | 15 | 0.1 | 0
CCOC(=O)N1CCN(C(=S)NC(=O)C2CCCC2)CC1 | 5.3 | 0 | 0.0 | -3 | 35 | 14 | 5 | 1.5 | -2
Cc1cc2nccc(-c3ccc(Cl)c([N+](=O)[O-])c3)n2n1 | 0.9 | 0 | 5.2 | -2 | -11 | 28 | 7 | 0.5 | -4
COc1cc(S(=O)(=O)N2CCOCC2)ccc1NC(=O)COC(=O)COc1ccccc1 | 0.2 | -2 | 7.3 | -2 | 24 | 19 | 4 | 1.9 | -1
O=C(COc1ccccc1-c1ccccc1)NCc1cccc(Cl)c1 | -3.0 | -7 | -0.9 | -4 | 21 | 1 | 6 | -0.2 | -5
O=C(O)c1cccc(S(=O)(=O)Nc2ccccc2Cl)c1 | -1.5 | 1 | -1.0 | -1 | 12 | 14 | nt | 0.9 | -7
Cn1c(=O)c2c(nc(SCCN3CCCCC3)n2C)n(C)c1=O | -0.4 | 1 | 1.3 | 3 | 11 | 5 | nt | -0.2 | -2
N#Cc1ccccc1NC(=O)Nc1ccccc1 | 1.8 | 1 | 2.6 | 2 | 10 | 19 | 5 | 1.1 | 3
Cn1c(=O)c2c([nH]c(OCc3ccc(Cl)cc3Cl)[n+]2Cc2ccc(F)cc2)n(C)c1=O | -0.1 | -4 | 0.1 | -9 | 16 | 49 | 8 | 1.5 | -6
CCOc1ccc(CC(=O)NNC(=S)Nc2ccccc2)cc1Br | 0.8 | 6 | 0.6 | 2 | -8 | -1 | 12 | -0.2 | -8
CC(C)c1onc(C(=O)Nc2cccc(O)c2)c1[N+](=O)[O-] | 1.5 | 2 | 1.2 | 0 | -91 | 23 | 10 | 1.6 | -3
O=c1c([N+](=O)[O-])cccn1Cc1ccccc1Cl | 16 | -4 | 43 | 0 | 4 | 20 | 10 | 0.1 | -7
Cc1ccsc1/C=N/NC(=O)C1CC(=O)N(c2ccccc2)C1 (stereo not drawn) | 3.3 | 2 | 1.0 | 1 | -7 | 3 | 7 | 1.3 | -5

Complete entries as entered above. Order of values: TNF necrop inh | Runt-CBFb FRET | L929 necroptosis | Runt-SMMHC FRET | EP2 modulator | Hck-Nef inh | EP2 antag | PERK inh | RBBP9 inh
CCOc1ccc(CC(=O)NNC(=S)Nc2ccccc2)cc1Br across the screens: 0.8 | 6 | 0.6 | 2 | -8 | -1 | 12 | -0.2 | -8
CC(C)c1onc(C(=O)Nc2cccc(O)c2)c1[N+](=O)[O-] across the screens: 1.5 | 2 | 1.2 | 0 | -91 | 23 | 10 | 1.6 | -3
Cc1ccsc1/C=N/NC(=O)C1CC(=O)N(c2ccccc2)C1 (stereo not drawn) across the screens: 3.3 | 2 | 1.0 | 1 | -7 | 3 | 7 | 1.3 | -5

High-throughput results (PubChem BioAssay)
